LGR2 inh: inhibitors of bursicon-induced LGR2 CRE-luciferase signal, primary screen, cell-based, HEK293, CRE-luciferase reporter, bursicon stimulation. AID 720647, 2013. bursicon-stimulated, 4 h. 0.35% of 380,000 active. inhibition, % at 9.99 µM;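 active means drop in luminescence signal, shown as inhibition above about 50% in the replicate tests, limit read from the data, passing the limit was not always enough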;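 further: agonist challenge used bursicon conditioned medium at about half maximal strength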
FN deposition inh: inhibitors of fibronectin matrix deposition, primary screen, AH1F cells, Alexa488-fibronectin fluorescence, plate reader; AH1F fibroblasts, overnight; inhibition, % at 12.6 µM; 0.086% of 350,000 active; AID 743247, 2014;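 active means mean inhibition across replicates of 30% or more, regardless of how many single replicates reach that level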;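 further: positive control wells lacked labelled fibronectin entirely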
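Material – AH1F fibroblast monolayer, labelled fibronectin deposition · Reagent – labelled fibronectin 24 nM · Timing – 1 h adhesion, overnight exposure · Measured by – fluorescence at 485 nm excitation, 525 nm emission · Read-out – inhibition of fibronectin deposition signal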
CASP6 VEID inh: human caspase-6 inhibitors, primary screen, biochemical, VEID-R110 fluorescence, single point, set 2; P55212; purified caspase-6, Z-VEID-R110 cleavage fluorescence; inhibition, % at 12.5 µM; 0.53% of 350,000 active;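 active means mean inhibition across replicates at least about 35%, with every replicate also reaching that limit, limit read from the data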;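 further: 0% = median of neutral control wells and 100% = no fluorescence left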
Target sequence (P55212 24-179 limits assumed): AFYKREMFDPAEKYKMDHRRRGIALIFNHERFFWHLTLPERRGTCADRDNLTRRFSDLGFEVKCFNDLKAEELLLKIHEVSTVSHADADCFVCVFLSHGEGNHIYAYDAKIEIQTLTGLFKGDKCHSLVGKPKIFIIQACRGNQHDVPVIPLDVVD
Target sequence (P55212 194-293 limits assumed): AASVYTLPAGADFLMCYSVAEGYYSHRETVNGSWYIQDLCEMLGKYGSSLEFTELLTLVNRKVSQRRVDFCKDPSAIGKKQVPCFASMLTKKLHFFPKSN
C2C12 statin: suppressors of statin myotoxicity in C2C12 myotubes, primary screen, cell-based, single point, plate reader. C2C12 myotubes + simvastatin, ATP luminescence, 48 h; scaled: DMSO 0, geranylgeraniol control 100. rescue of ATP level, % at 7.49 µM. AID 602340, 2012. 0.78% of 330,000 active;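 active means mean ATP rescue above about 67%, or every replicate alone reaching that limit, limit read from the data, passing the limit was not always enough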;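 further: myotubes were challenged with 10 µM simvastatin during compound exposure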
SIRT5 block: SIRT5 desuccinylase inhibitors, primary screen, biochemical, fluorescence imaging, single point, set 5; Purified SirT5, succinyl-peptide AMC, trypsin-coupled fluorescence; inhibition, % at 15 µM; 1.1% of 330,000 active; in the data active means inhibition above about 15%
Target sequence (Q9NXA8 whole entry, looked up): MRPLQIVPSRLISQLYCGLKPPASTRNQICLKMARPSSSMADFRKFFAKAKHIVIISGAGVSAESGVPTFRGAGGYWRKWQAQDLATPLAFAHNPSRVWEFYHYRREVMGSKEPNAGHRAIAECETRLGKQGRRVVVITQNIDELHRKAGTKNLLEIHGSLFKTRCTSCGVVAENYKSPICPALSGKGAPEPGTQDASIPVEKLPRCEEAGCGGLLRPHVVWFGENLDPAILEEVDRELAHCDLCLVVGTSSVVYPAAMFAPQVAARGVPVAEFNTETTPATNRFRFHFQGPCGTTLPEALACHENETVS
S100A4 MyoIIA: inhibitors of S100A4-myosin IIA peptide binding, primary screen, biochemical, fluorescence polarization, TAMRA-MyoIIA peptide; inhibition, % at 10.7 µM; Protein S100-A4 (Homo sapiens), P26447; AID 652163, 2013; 0.14% of 360,000 active;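 active means mean inhibition of at least 70% across replicates, with every replicate also reaching that level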
Target sequence (P26447 whole entry, looked up): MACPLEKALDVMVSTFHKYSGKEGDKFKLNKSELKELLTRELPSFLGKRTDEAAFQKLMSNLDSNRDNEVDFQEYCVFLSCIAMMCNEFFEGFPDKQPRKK
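incubation = readout 5 min after mixing, signal stable up to 60 min | system = S100A4 monomer protein | buffer or medium = HEPES pH 7.2 with CaCl2, KCl, NaCl, DTT, Triton | benchmarks = neutral control DMSO, positive control TFP | also added = fluorescent myosin IIA peptide, 5 nM | compound dosing = one concentration per compound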
esBAF inh: Bmi1 luciferase reporter increase in mESCs, primary screen, esBAF inhibitor project, mouse ES cells, Bmi1 luciferase knock-in, single point; reporter increase, % at 12.5 µM; 2% of 350,000 active; 24 h; 100% = twice the neutral-well signal; in the data active means activation above about 40%;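 further: 0% = median of the plate's neutral control wells and 100% = double that signal; a rise in the Bmi1 reporter signal indicates esBAF inhibition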
Starred values were filed as active, the others as inactive; x = not tested or not shown. An excerpt (hit frequency here may not be typical).

(1) Cn1cnc(S(=O)(=O)N2CCCCN3[C@H](CO)[C@@H](c4ccc(-c5cccc(F)c5)cc4)[C@@H]3C2)c1
(2) CCOc1ccccc1C1NC(=O)NC(C)=C1C(=O)OC1CCCCC1 (configuration not stated)
(3) C/C(Cn1nc([N+](=O)[O-])cc1C)=N\NC(=O)c1cccc(Br)c1
(4) C=CC[C@@H](CC(=O)N(CCO)Cc1ccccc1)C(=O)NC[C@H](OC(=O)[C@@H](CC=C)CC(=O)OC(C)(C)C)c1ccccc1
(5) C[C@@H]1CCCCO[C@H](CN(C)C(=O)Nc2ccc(F)cc2)[C@H](C)CN([C@@H](C)CO)C(=O)c2cc(NC(=O)C3CCCCC3)ccc2O1
(6) O=C1c2ccccc2C(Nc2ccc(F)c(Cl)c2)N1Cc1ccco1 (configuration not stated)
(7) O=C(COc1ccccc1[N+](=O)[O-])N1CCN(S(=O)(=O)c2ccccc2)CC1
(8) CCOc1ccccc1N1CCN(C(=O)c2c(CC)noc2C)CC1

Assay by compound	1	2	3	4	5	6	7	8
LGR2 inh	-12.3	x	18.4	29.4	4.7	9.6	-0.9	10.6
FN deposition inh	x	8.1	x	0.5	x	-3.6	-2.6	3.4
CASP6 VEID inh	0.5	x	x	7.8	-0.9	6.0	-0.7	-0.3
C2C12 statin	-18.1	16.6	-4.5	-3.3	x	25.0	x	x
SIRT5 block	2.6	x	x	11.3	1.2	12.2	-1.3	-2.1
S100A4 MyoIIA	-2.8	x	x	8.3	-2.6	5.5	-0.3	1.3
esBAF inh	-6.5	-2.4	-1.6	-10.5	-0.2	-1.8	x	x

(9) Fc1cccc(Cl)c1CSc1nnnn1-c1ccc2c(c1)OCO2
(10) O=C1CC(=O)Nc2cc(S(=O)(=O)N3CCN(c4cccc(C(F)(F)F)c4)CC3)ccc2N1
(11) CCOc1ccc(/C=C/c2nc(C#N)c(NCCCN(C)C)o2)cc1
(12) CCOc1ccc(N(CC(=O)OC)S(=O)(=O)c2ccc3c(c2)n(C)c(=O)c(=O)n3C)cc1
(13) N#C[C@H]1[C@H](c2ccccc2)[C@H](CO)N1C(=O)Nc1cccc(F)c1
(14) O=C(NCc1ccc(OC(F)(F)F)cc1)C1CC(c2ccccc2[N+](=O)[O-])=NO1 (configuration not stated)
(15) O=C(c1ccccc1)N1CCN(C(=S)NCc2ccco2)CC1
(16) O=C(C[C@@H]1C[C@@H]2c3cc(NC(=O)Nc4ccccc4F)ccc3O[C@@H]2[C@H](CO)O1)NCc1ccc2c(c1)OCO2

Assay by compound	9	10	11	12	13	14	15	16
LGR2 inh	-12.8	-11.3	-15.5	0.7	-2.9	2.8	17.6	12.7
FN deposition inh	x	-17.4	-0.2	-3.6	x	-8.3	5.2	x
CASP6 VEID inh	4.1	-0.9	-12.2	6.1	1.6	0.8	0.3	6.5
C2C12 statin	-0.8	x	-22.3	-8.3	-20.2	-1.8	-6.5	1.2
SIRT5 block	-1.5	0.5	-4.5	x	-3.3	x	-1.7	-0.6
S100A4 MyoIIA	3.8	0.3	-3.6	-2.4	-29.2	-0.3	-2.2	-0.7
esBAF inh	-1.8	x	8.6	-3.6	-1.1	7.2	-0.2	-1.3

(17) CCCNC(=O)N[C@H]1CC[C@H](CC(=O)NC2CCCCC2)O[C@@H]1CO
(18) COCC(=O)Nc1ccc2c(c1)C(=O)N(C)[C@H]1CC[C@H](CC(=O)N3CCc4ccccc4C3)O[C@@H]1CO2
(19) C[C@H]1CN([C@@H](C)CO)C(=O)c2cc(NC(=O)Nc3ccc(C(F)(F)F)cc3)ccc2O[C@H]1CN(C)Cc1ccc(C(F)(F)F)cc1
(20) CCOc1ccccc1C(=O)N(C)CC(=O)Nc1ccc(OC)cc1
(21) CCOC(=O)c1sc2ncnc(OC)c2c1C
(22) Nc1nonc1C(=O)NCCc1ccccc1
(23) O=[N+]([O-])c1cccc(/C=N/n2cnnc2)c1
(24) O=C(/C=C/c1ccccc1)NC(=S)Nc1ncccn1

Assay by compound	17	18	19	20	21	22	23	24
LGR2 inh	4.8	-12.3	-9.6	4.8	x	1.8	-0.4	2.6
FN deposition inh	-5.9	1.4	x	-5.5	0.1	-0.2	1.6	-8.9
CASP6 VEID inh	1.1	-0.8	0.2	-0.7	x	0.2	-0.3	0.1
C2C12 statin	-1.3	30.5	10.5	1.0	1.4	0.5	x	x
SIRT5 block	1.8	-0.3	7.9	-2.8	x	-3.3	-1.1	0.1
S100A4 MyoIIA	10.1	-103.5	-0.6	-4.6	x	0.3	3.7	2.6
esBAF inh	-2.4	-3.8	3.0	-1.2	3.4	14.2	x	x

Three entries from above, ordered by number of heavy atoms, lowest first:
(23) O=[N+]([O-])c1cccc(/C=N/n2cnnc2)c1
(22) Nc1nonc1C(=O)NCCc1ccccc1
(20) CCOc1ccccc1C(=O)N(C)CC(=O)Nc1ccc(OC)cc1

Assay by compound	23	22	20
LGR2 inh	-0.4	1.8	4.8
FN deposition inh	1.6	-0.2	-5.5
CASP6 VEID inh	-0.3	0.2	-0.7
C2C12 statin	x	0.5	1.0
SIRT5 block	-1.1	-3.3	-2.8
S100A4 MyoIIA	3.7	0.3	-4.6
esBAF inh	x	14.2	-1.2

(continued)
(25) COc1ccc(Cl)cc1NC(=O)c1cc(-c2cc(C)ccc2O)n[nH]1
(26) CN1C(=O)CSC1=NC12CC3CC(CC(C3)C1)C2
(27) C[C@@H]1CN([C@@H](C)CO)C(=O)c2cc(NC(=O)CCCN(C)C)ccc2O[C@@H]1CN(C)Cc1ccc(-c2ccccc2)cc1
(28) Cc1cc(C)c(S(=O)(=O)N2CCOC23CCN(S(C)(=O)=O)CC3)c(C)c1
(29) COc1ccc(S(=O)(=O)Nc2ccc3c(c2)C(=O)N([C@@H](C)CO)C[C@@H](C)[C@@H](CN(C)C(=O)NC2CCCCC2)O3)cc1
(30) CO[C@@H]1CN(C)C(=O)c2ccc(NC(=O)c3cc(C)on3)cc2OC[C@H](C)N(C(C)=O)C[C@@H]1C
(31) c1ccc(CCC2CCCCN2Cc2nc(-c3ccc4c(c3)OCO4)no2)nc1 (configuration not stated)
(32) CCOC(=O)[C@@H]1[C@H]2COc3cc(OC)ccc3[C@H]2N2C(=O)N(c3ccc(C)cc3)C(=O)[C@]12C

Assay by compound	25	26	27	28	29	30	31	32
LGR2 inh	9.4	3.7	-0.9	8.4	20.5	5.8	7.9	-11.3
FN deposition inh	0.5	-4.1	11.0	-3.6	4.3	7.9	-3.5	-6.2
CASP6 VEID inh	0.5	x	1.6	-0.5	0.7	-0.6	x	-0.5
C2C12 statin	-30.5	-11.5	-0.4	-13.8	31.5	-9.2	7.1	10.4
SIRT5 block	-0.7	x	-3.1	x	-7.0	-0.7	-3.3	x
S100A4 MyoIIA	0.4	x	-22.5	2.1	-14.3	-0.6	2.4	1.0
esBAF inh	2.3	11.8	1.4	1.9	-4.5	4.4	5.6	10.4

(33) O=C(O)c1ccc(Oc2ccc(S(=O)(=O)c3ccc(C(=O)O)c(C(=O)O)c3)cc2)cc1
(34) O=C(C[C@H]1CC[C@@H]2[C@H](COC[C@@H](O)CN2Cc2cccc(F)c2)O1)NCCc1ccncc1
(35) CCCC#Cc1ccc([C@@H]2[C@@H](CO)N3C(=O)CN(C(=O)NC4CCCC4)C[C@H]23)cc1
(36) C=C(C)C(=O)Nc1cccc(C2=NOC3(C2)C[C@@H](C(N)=O)N(C(=O)/C=C/CC)C3)c1 (some centres not stated)
(37) NC(=O)CC1(CC(=O)O)CCCCC1
(38) CCCNC(=O)N1CC(=O)N2[C@H](CO)[C@H](c3ccc(-c4ccc(C)cc4)cc3)[C@@H]2C1
(39) CN1C(=O)c2cc(NC(=O)c3ccc(Cl)cc3)ccc2OC[C@@H]2O[C@H](CC(=O)O)CC[C@@H]21
(40) Cc1ccc2cc(C(c3nnnn3C3CCCC3)N3CCN(c4ccc(F)cc4)CC3)c(=O)[nH]c2c1 (configuration not stated)

Assay by compound	33	34	35	36	37	38	39	40
LGR2 inh	18.7	-9.7	-13.3	8.0	1.1	3.8	29.7	x
FN deposition inh	-0.1	-2.0	x	-6.4	x	x	13.8	-16.5
CASP6 VEID inh	18.6	2.3	-0.1	44.1*	x	-3.2	x	x
C2C12 statin	15.7	-0.4	x	-20.6	-3.0	x	7.3	9.7
SIRT5 block	0.2	-3.5	0.4	x	x	2.1	x	x
S100A4 MyoIIA	-2.5	-6.7	2.1	-4.0	x	6.6	x	x
esBAF inh	-3.7	-1.3	x	-5.8	3.6	x	2.8	-1.0

Filtered by structure, the compounds so far containing an NH in an aromatic ring
(25) COc1ccc(Cl)cc1NC(=O)c1cc(-c2cc(C)ccc2O)n[nH]1
(40) Cc1ccc2cc(C(c3nnnn3C3CCCC3)N3CCN(c4ccc(F)cc4)CC3)c(=O)[nH]c2c1 (configuration not stated)

Assay by compound	25	40
LGR2 inh	9.4	x
FN deposition inh	0.5	-16.5
CASP6 VEID inh	0.5	x
C2C12 statin	-30.5	9.7
SIRT5 block	-0.7	x
S100A4 MyoIIA	0.4	x
esBAF inh	2.3	-1.0

Continued.
(41) O=C(c1ccco1)N1CCN(Cc2cc(=O)c(OCc3cccc(Cl)c3)co2)CC1
(42) C[C@H]1CN([C@@H](C)CO)C(=O)c2cccc(NC(=O)c3ccncc3)c2O[C@H]1CN(C)C(=O)NC1CCCCC1
(43) Cc1c(/C=N/n2cnnc2)c2ccccc2n1C
(44) Cc1nn(C(C)C(=O)NCCCN(Cc2ccccc2)C(C)C)c(=O)c2c1sc1ccccc12 (configuration not stated)
(45) O=C(CCN1CCCCC1)NCC[C@H]1CC[C@H](NS(=O)(=O)c2cccc(Cl)c2)[C@@H](CO)O1
(46) O=C(COC(=O)/C=C/c1cc(Br)ccc1F)NC1CC1
(47) C[C@H](CO)N1C[C@H](C)[C@@H](CN(C)Cc2ccc(C(F)(F)F)cc2)Oc2ccc(NC(=O)Cn3cnnn3)cc2CC1=O
(48) CCCNC(=O)Nc1ccc2c(c1)C(=O)N(C)C[C@@H](OC)[C@H](C)CN(C(=O)C1CCCCC1)[C@@H](C)CO2
(49) CC1CCN(C(=O)CSc2nc3c(cnn3-c3ccccc3)c(=O)[nH]2)CC1
(50) Nc1nc(NCCO)nc(NCC2CCCO2)c1[N+](=O)[O-] (configuration not stated)
(51) Cn1nnnc1SCC(=O)NC(=O)Cc1ccccc1

Assay by compound	41	42	43	44	45	46	47	48	49	50	51
LGR2 inh	10.7	0.3	x	-8.5	2.4	-8.5	-3.1	-8.4	-1.3	-2.7	x
FN deposition inh	-3.0	x	4.8	-1.0	-25.3	x	x	x	-6.4	0.9	4.5
CASP6 VEID inh	2.1	-3.5	x	-5.7	x	-1.3	1.6	1.9	-2.0	-2.7	x
C2C12 statin	8.2	-0.6	6.3	15.6	-7.6	-3.2	48.3	6.8	-20.6	x	11.5
SIRT5 block	2.2	-0.8	x	-2.7	x	-1.8	10.4	-2.5	-3.9	0.3	x
S100A4 MyoIIA	4.9	3.4	x	6.1	x	0.0	-2.9	-9.3	-5.4	12.7	x
esBAF inh	2.2	3.7	-0.5	2.3	-0.7	-2.0	-3.1	-0.4	-0.9	x	-7.5

Looked up above.
In C2C12 statin, Cc1c(/C=N/n2cnnc2)c2ccccc2n1C reads 6.3
In LGR2 inh, Cc1nn(C(C)C(=O)NCCCN(Cc2ccccc2)C(C)C)c(=O)c2c1sc1ccccc12 (configuration not stated) reads -8.5
